Compound activity: PubChem, National Center for Advancing Translational Sciences (NCATS)
Ub-GFP proteasome – Ubiquitin-GFP Assay; Ubiquitin-GFP reporter cells, proteasome inhibition, GFP fluorescence; response scale: untreated = 0%, 10 µM MG-132 = 100%; Potency, µM (highest dose often 45.9 µM), without a hit: at the highest dose activation (GFP accumulation), most hits filed as activators; 67,000 tested, under 10 active; active means well fitted activation curve with a large enough effect, not every such curve was filed as active; inconclusive means small, poorly fitted or top-dose-only effect, or another doubt; inactive means no such curve, though single readings can be large or run the other way; further: potency means the concentration at half of the fitted maximal effect
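Proteasome blockade was scored as a rise in GFP-expressing U2OS cells carrying a ubiquitin(G76V)-GFP construct, imaged after 4 hr compound treatment at 37 °C across a 46 uM–2.9 nM series.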
ALOX15 inhib – qHTS Assay for Inhibitors of 15-hLO (15-human lipoxygenase). Polyunsaturated fatty acid lipoxygenase ALOX15 (Homo sapiens), P16050. purified 15hLO-1, xylenol orange hydroperoxide absorbance. Potency, µM (top dose mostly 57.1 µM), for inactives: at the highest dose activity change, negative = inhibition, usual class: inhibitors. 74,000 tested, 1.4% active; further: potency means the concentration at half of the fitted maximal effect; on the % scale 0 is the no-effect control and ±100 the full control effect; nearly all actives have a fitted effect of over 55% in size
Target sequence (P16050 whole entry, looked up): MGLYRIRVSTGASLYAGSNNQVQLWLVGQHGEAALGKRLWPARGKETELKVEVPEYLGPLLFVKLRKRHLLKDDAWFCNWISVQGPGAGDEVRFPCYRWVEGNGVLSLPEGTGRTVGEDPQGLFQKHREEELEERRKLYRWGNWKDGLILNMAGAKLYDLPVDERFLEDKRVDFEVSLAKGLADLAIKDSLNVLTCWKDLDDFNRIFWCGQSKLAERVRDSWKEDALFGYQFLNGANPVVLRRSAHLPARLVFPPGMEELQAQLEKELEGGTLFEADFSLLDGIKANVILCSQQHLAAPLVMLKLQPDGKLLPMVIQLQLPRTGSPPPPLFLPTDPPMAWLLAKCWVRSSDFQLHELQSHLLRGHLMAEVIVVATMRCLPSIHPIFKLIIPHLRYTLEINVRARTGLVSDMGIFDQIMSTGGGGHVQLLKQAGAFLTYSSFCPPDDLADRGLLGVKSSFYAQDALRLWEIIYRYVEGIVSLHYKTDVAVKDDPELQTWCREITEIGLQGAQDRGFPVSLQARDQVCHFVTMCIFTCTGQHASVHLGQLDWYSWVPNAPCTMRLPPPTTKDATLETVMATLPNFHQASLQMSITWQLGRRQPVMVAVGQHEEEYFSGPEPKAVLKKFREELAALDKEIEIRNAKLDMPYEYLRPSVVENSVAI
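Compounds were preincubated 15 min at room temperature with 40 nM purified human enzyme (25 mM Hepes pH 7.5, 0.01% Triton X-100); 50 uM arachidonic acid reacted 6 min. Fe-xylenol orange detection, 30 min, absorbance ratio 573/405 nm.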
4MU fluor – qHTS Assay for Spectroscopic Profiling in 4-MU Spectral Region | compound autofluorescence, 340/450 nm, 4-MU equivalents; stronger effect = higher value | max dye-equivalent concentration, M | 59,000 tested, 11% active | AID 589, 2007; in the data active means max dye-equivalent concentration above about 10 nM; inconclusive means mostly about 1.1 nM to 9.6 nM
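Compounds in 100 mM Tris, pH 8.0, sat 15 min at room temperature before fluorescence was read at 340 nm excitation/450 nm emission; a per-plate six-point 4-MU standard curve converted signals to dye-equivalent concentration at each compound concentration.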
HBB splice mod – qHTS Assay for Modulators of Hemoglobin Beta Chain Splicing | 65,000 tested, 0.06% active | HBB splicing reporter cell assay, activation; EGFP reporter with mutant IVS2-654 intron; response scale: normalised to 500 nM splice-correcting PNA | Potency, µM (doses to about 46.1 µM), for inactives: at the top dose activation, actives largely listed as activators | AID 925, 2007; further: potency means the concentration at half of the fitted maximal effect; 0% is about no effect
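Compounds were applied for 2 days to HeLa EGFP-654 cells, 500/well in Optimem with 2% FCS. The reporter's EGFP is disrupted by mis-splicing of beta-globin intron IVS2-654. Readout: summed well GFP fluorescence from 488 nm laser scanning; reference was 500 nM antisense […] 654 PNA.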
Hsp90 Hop PPI – qHTS Assay for Disrupters of an Hsp90 Co-Chaperone Interaction; 71,000 tested, 0.44% active; AlphaScreen TPR2A-His6 binding biotin-Hsp90 C-terminal peptide; AID 595, 2007; Hsp90 C-terminal peptide / TPR2A (Hop) interaction, human; Potency, µM (highest dose often 57 µM), for the others: at the top dose activity change, negative = inhibition; active means well fitted curve in either direction with a large enough effect; inconclusive means small, poorly fitted or top-dose-only effect, or another doubt; further: potency means the concentration at half of the fitted maximal effect; on the % scale 0 is the no-effect control and ±100 the full control effect; many of its hits are not listed in these tables
Rhodamine autofl – qHTS Assay for Spectroscopic Profiling in Rhodamine Spectral Region; AID 594, 2007; 59,000 tested, 0.05% active; Rhodamine-region fluorescence, 547/598 nm, Tris buffer; stronger effect = higher value; max dye-equivalent concentration, M; in the data active means max dye-equivalent concentration above about 11 nM; inconclusive means between about 1.1 nM and that limit
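Steps: pin-transfer compounds into pH 8.0 Tris (100 mM), hold 15 min at room temperature, image with a 547/598 nm filter pair, and convert intensities to rhodamine-equivalent concentration using a six-point on-plate rhodamine series.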
HADH2 inh – qHTS Assay for Inhibitors of HADH2 (Hydroxyacyl-Coenzyme A Dehydrogenase, Type II). recombinant HADH2, NADH fluorescence, beta-hydroxybutyryl-CoA. AID 886, 2007. 3-hydroxyacyl-CoA dehydrogenase type-2 (Homo sapiens), Q99714. 73,000 tested, 3.4% active. Potency, µM (top dose mostly 57.1 µM), inactives show at the highest dose activity change, negative = inhibition, hits mostly inhibitors; further: potency means the concentration at half of the fitted maximal effect; on the % scale 0 is the no-effect control and ±100 the full control effect; nearly all actives have a fitted effect of over 60% in size; many of its hits are not listed in these tables
Target sequence (Q99714 whole entry, looked up, one chain of several): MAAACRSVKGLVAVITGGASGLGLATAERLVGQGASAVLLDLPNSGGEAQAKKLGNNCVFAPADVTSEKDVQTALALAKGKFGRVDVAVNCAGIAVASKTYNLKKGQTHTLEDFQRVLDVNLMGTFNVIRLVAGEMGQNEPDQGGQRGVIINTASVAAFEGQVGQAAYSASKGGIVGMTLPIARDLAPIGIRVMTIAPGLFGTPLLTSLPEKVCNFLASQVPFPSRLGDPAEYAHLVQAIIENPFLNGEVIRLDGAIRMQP
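His-tagged recombinant enzyme from E. coli, 20 nM, preincubated 15 min RT with compound; reaction started with 1 mM NAD+ and 90 uM beta-hydroxybutyryl-CoA in 100 mM Tris-HCl pH 9.0. NADH fluorescence (ex 360/em 450) read over 4 min; last-minus-first difference.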
Fluorescein autfl – qHTS Assay for Spectroscopic Profiling in Fluorescein Spectral Region | Compound autofluorescence, 480/540 nm, fluorescein-equivalent; stronger effect = higher value | max fluorescein-equivalent concentration, M | 59,000 tested, 0.91% active; in the data active means max fluorescein-equivalent concentration above about 10 nM; inconclusive means between about 1.1 nM and that limit
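Library compounds, added at multiple concentrations to pH 8.0 Tris buffer (100 mM), incubate 15 min at room temperature before CCD imaging at 480 nm excitation and 540 nm emission.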
Epigenetic mod – qHTS Assay for Epigenetic Modulators | mouse C127i GFP locus derepression, cytometry, 30 h | 68,000 tested, 0.09% active | Potency, µM (top dose mostly 46.1 µM), for the others: at the highest dose GFP derepression (activation); further: % of control where 0% means no effect
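Murine C127i mammary cells carrying a silenced, stably integrated CMV-driven GFP reporter were treated with compound for 30 hours at 37 C. After PBS washes, GFP-positive cells were counted by laser-scanning microplate cytometry.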
DNA Pol III inh – qHTS Assay for Inhibitors of DNA Polymerase III Holoenzyme System | reconstituted DNA polymerase III holoenzyme replication, biochemical | 71,000 tested, 0.25% active | Potency, µM (series often up to 57.1 µM), inactives show at the highest dose activity change, negative = inhibition; further: potency means the concentration at half of the fitted maximal effect; on the % scale 0 is the no-effect control and ±100 the full control effect
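Reconstituted *E. coli* holoenzyme (0.35 nM Pol III, 1 nM beta, 154 nM SSB, 2 nM primase) was preincubated with compound for 15 min at RT. Synthesis on 1.4 nM ssM13Gori ran 35 min, then was stopped with PicoGreen/EDTA and read as dsDNA fluorescence.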
TexasRed autofl – qHTS Assay for Spectroscopic Profiling in Texas Red Spectral Region | Compound fluorescence, Texas Red channel, 547/618 nm; stronger effect = higher value | max dye-equivalent concentration, M | 59,000 tested, 0.06% active | AID 587, 2007; in the data active means max dye-equivalent concentration above about 10 nM; inconclusive means between about 1.1 nM and that limit
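Spectral interference profiling: each compound concentration's relative fluorescence, read with a 547 nm excitation and 618 nm emission filter pair, was normalized to a per-plate Texas Red standard curve.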
* = called active by the depositor; [ ] = remark or other dose. Unless noted, the call rests on the fitted dose curve; in most records, active means well fitted curve in the direction sought with a large enough effect; inconclusive means small, poorly fitted or top-dose-only effect, or another doubt; inactive means no such curve, though single readings can be large; an effect the other way counts as inactive or inconclusive. Some of the compounds tested (hit frequency here may not be typical).

`CCOc1ncccc1C(=O)Oc1ccc2c(c1)OCO2` gave Ub-GFP proteasome -2%, ALOX15 inhib 7%, 4MU fluor inactive, HBB splice mod -2.9%, Hsp90 Hop PPI 7%, Rhodamine autofl inactive, HADH2 inh -2%, Fluorescein autfl inconclusive, Epigenetic mod 0%, DNA Pol III inh 1% and TexasRed autofl inconclusive.
CC(=O)Nc1ccccc1C was read as ALOX15 inhib -11%, HBB splice mod 0.2%, Hsp90 Hop PPI -1%, HADH2 inh 0% and DNA Pol III inh 4%.
Screening Cc1cccc(C)c1NC(=O)Cn1c(=O)n(CCCC(=O)NCc2ccco2)c(=O)c2sccc21 returned Ub-GFP proteasome 22%, ALOX15 inhib -5%, 4MU fluor inactive, HBB splice mod -5.0%, Hsp90 Hop PPI 1%, Rhodamine autofl inactive, HADH2 inh 8%, Fluorescein autfl inactive, Epigenetic mod -2%, DNA Pol III inh -1% and TexasRed autofl inactive.
Cc1noc(C)c1CSc1nc2ccccc2c(=O)n1-c1ccc(F)cc1F was read as Ub-GFP proteasome 6%, ALOX15 inhib inconclusive, 4MU fluor inactive, HBB splice mod -0.6%, Hsp90 Hop PPI 8%, Rhodamine autofl inactive, HADH2 inh -2%, Fluorescein autfl inconclusive, Epigenetic mod 4%, DNA Pol III inh 3% and TexasRed autofl inactive.
`CCOC(=O)Cn1c(C(C)=O)nc2ccccc21` gave Ub-GFP proteasome 7%, ALOX15 inhib 2%, HBB splice mod -0.4%, Hsp90 Hop PPI -3%, HADH2 inh inconclusive, Epigenetic mod -8% and DNA Pol III inh -4%.
`CCN(CCCNC(=O)c1c(C)cc(=O)oc1C)c1cccc(C)c1` gave Ub-GFP proteasome 5%, ALOX15 inhib -5%, 4MU fluor inactive, HBB splice mod 5.3%, Hsp90 Hop PPI -8%, Rhodamine autofl inactive, HADH2 inh -10%, Fluorescein autfl inactive, Epigenetic mod -3%, DNA Pol III inh -2% and TexasRed autofl inactive.
Cn1c(=O)[nH]c(=O)c2[nH]c(N(Cc3ccccc3)Cc3ccccc3)nc21 was read as ALOX15 inhib -14%, 4MU fluor inactive, HBB splice mod 2.4%[0.369 µM], Hsp90 Hop PPI -9%, Rhodamine autofl inactive, HADH2 inh -11%, Fluorescein autfl inactive, Epigenetic mod -2%, DNA Pol III inh -7% and TexasRed autofl inactive.
Screening Cc1cc(N2CCC(C)CC2)nc(-n2nc(C)cc2C)n1 returned Ub-GFP proteasome 10%, ALOX15 inhib 49%[activator], HBB splice mod -1.3%[9.22 µM], Hsp90 Hop PPI -5%, HADH2 inh 3%, Epigenetic mod 2% and DNA Pol III inh -3%.
O=C1CCCN1CCCn1cnc2c([nH]c3ccc(F)cc32)c1=O was read as Ub-GFP proteasome -2%, ALOX15 inhib 6%, 4MU fluor inconclusive, HBB splice mod 4.4%[1.84 µM], Hsp90 Hop PPI 3%, Rhodamine autofl inactive, HADH2 inh inconclusive, Fluorescein autfl inactive, Epigenetic mod 2%, DNA Pol III inh 0% and TexasRed autofl inconclusive.
For CCOc1ccccc1NC(=O)COc1cccc(-n2cnnn2)c1 the results were Ub-GFP proteasome 1%, ALOX15 inhib 2%, 4MU fluor inactive, HBB splice mod -1.1%, Hsp90 Hop PPI -3%, Rhodamine autofl inactive, HADH2 inh 0%, Fluorescein autfl inconclusive, Epigenetic mod 2%, DNA Pol III inh -6% and TexasRed autofl inconclusive.
`Cc1nnc(N(Cc2ccco2)C(=O)c2ccno2)s1` gave Ub-GFP proteasome 0%, ALOX15 inhib 10%, 4MU fluor inactive, Hsp90 Hop PPI -4%, Rhodamine autofl inactive, HADH2 inh -10%, Fluorescein autfl inactive, Epigenetic mod -3%, DNA Pol III inh 3% and TexasRed autofl inactive.
`COc1cccc2cc(C(=O)C3=C(O)C(=O)N(Cc4ccco4)C3c3cccnc3)oc12` (stereo unspecified) gave Ub-GFP proteasome -4%, ALOX15 inhib 8%, 4MU fluor inactive, HBB splice mod 1.4%, Hsp90 Hop PPI -5%, Rhodamine autofl inactive, HADH2 inh -26%, Fluorescein autfl inactive, Epigenetic mod 2%, DNA Pol III inh -9% and TexasRed autofl inactive.
`COc1ccc(CN2CCN(c3ccccn3)CC2)c(OC)c1` gave Ub-GFP proteasome inconclusive, ALOX15 inhib 2%[11.4 µM], HBB splice mod -1.4%[0.0738 µM], Hsp90 Hop PPI -9%[11 µM], HADH2 inh 0%[11.4 µM], Epigenetic mod -2% and DNA Pol III inh 2%[11.4 µM].
Screening O=C(Nc1nc(-c2ccco2)c(-c2ccco2)s1)C1CC(=O)N(c2ccc3c(c2)OCCO3)C1 (stereo unspecified) returned Ub-GFP proteasome 7%, ALOX15 inhib 2.5µM*, 4MU fluor 2.1e-08M*, HBB splice mod -1.9%, Hsp90 Hop PPI inconclusive, Rhodamine autofl inactive, HADH2 inh 4µM*, Fluorescein autfl inconclusive, Epigenetic mod 8%, DNA Pol III inh 10µM* and TexasRed autofl inconclusive.
CCOC(=O)N1CCC(NC(=O)c2cnn3ccccc23)CC1 was read as Ub-GFP proteasome 16%, ALOX15 inhib -7%, HBB splice mod -0.5%, Hsp90 Hop PPI -1%[2.3 µM], HADH2 inh -15% and DNA Pol III inh -1%.
COC(=O)c1ccccc1NC(NC(=O)c1ccco1)C(=O)c1ccccc1 (stereo unspecified) was read as Ub-GFP proteasome -19%, ALOX15 inhib -12%, HBB splice mod -0.6%[9.22 µM], Hsp90 Hop PPI -1%, HADH2 inh 1%, Epigenetic mod -1% and DNA Pol III inh 6%.
For CC(=O)OC(C(=O)NC1CCCCC1)c1ccncc1 (stereo unspecified) the results were Ub-GFP proteasome 0%, ALOX15 inhib 12%, 4MU fluor inactive, Hsp90 Hop PPI 0%, Rhodamine autofl inactive, HADH2 inh 7%, Fluorescein autfl inconclusive, Epigenetic mod 1%, DNA Pol III inh -5% and TexasRed autofl inactive.
Screening C=CCNCc1cccn1-c1ccccc1 returned Ub-GFP proteasome -3%, ALOX15 inhib 5%, 4MU fluor inactive, Hsp90 Hop PPI 0%, Rhodamine autofl inactive, HADH2 inh -12%, Fluorescein autfl inconclusive, Epigenetic mod 0%, DNA Pol III inh 1% and TexasRed autofl inactive.
CC(=O)N1CCc2cc(S(=O)(=O)NC(C(=O)NCc3ccccc3)C(C)C)ccc21 (stereo unspecified) was read as Ub-GFP proteasome 4%, ALOX15 inhib 3%, 4MU fluor inactive, HBB splice mod -0.7%, Hsp90 Hop PPI -3%, Rhodamine autofl inactive, HADH2 inh 7%, Fluorescein autfl inactive, Epigenetic mod 3%, DNA Pol III inh -1% and TexasRed autofl inactive.
Screening c1ccc(-c2noc(-c3ccc4ccccc4c3)n2)cc1 returned Ub-GFP proteasome -8%, ALOX15 inhib -2%, 4MU fluor inactive, HBB splice mod 0.6%, Hsp90 Hop PPI 2%, Rhodamine autofl inactive, HADH2 inh inconclusive, Fluorescein autfl inactive, Epigenetic mod 0%, DNA Pol III inh 2% and TexasRed autofl inconclusive.
`Cc1cc(NC(=O)C2CCN(S(=O)(=O)Cc3ccccc3)CC2)ccc1-n1cnnn1` gave Ub-GFP proteasome -1%, ALOX15 inhib 3%, 4MU fluor inactive, HBB splice mod 0.1%[57.5 µM], Hsp90 Hop PPI -1%, Rhodamine autofl inactive, HADH2 inh 12%, Fluorescein autfl inactive, Epigenetic mod 4%, DNA Pol III inh -3% and TexasRed autofl inconclusive.
O=C(CSc1ncnc2nc[nH]c12)NCCc1ccccc1 was read as Ub-GFP proteasome -6%, ALOX15 inhib 4%, HBB splice mod -0.4%[9.22 µM], Hsp90 Hop PPI -1%, HADH2 inh -3%, Epigenetic mod -2% and DNA Pol III inh -10%.
